Bioassay records deposited in PubChem BioAssay by The Scripps Research Institute Molecular Screening Center.
DDE Tn7 FP inh = inhibitors of Tn7 peptide binding to human fibrin DD(E) | P02675 | FP displacement of FITC-Tn7 peptide from fibrin DD(E); 0% = median of compound wells per plate | inhibition, % at 8.3 µM | hit rate 0.13% among 370,000 | AID 720508;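 active means inhibition above the mean of compounds falling within the control limits plus 3 SD of them, cut at about 14% in these data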;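 further: 0% = plate median of compound wells and 100% = 10 µM Aha-Tn7 peptide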
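Also added: labelled Tn7 tracer, 0.1 µM; Assay system: human fibrin DD(E) protein; Amount: 2 µM fibrin DD(E); Schedule: 10 min compound pre-incubation, 3 h probe incubation at room temperature; Repeats: one replicate per compound; Read-out basis: percent inhibition; Measured by: fluorescence polarization of the labelled Tn7 tracer.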
UHRF1 MBD2 ctr = UHRF1 methyl-DNA binding inhibition. Q96T88. UHRF1 binding to methylated oligo, TR-FRET. inhibition, % at 4.4 µM. hit rate 0.75% among 370,000; in the data active means inhibition above about 21%;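 further: UHRF1 SRA domain binding a hemimethylated CpG hairpin DNA probe; 0% = median of test compound wells and 100% = reference inhibitor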
Tn6 DDE FP = disrupts Tn6 cyclic peptide binding to fibrin D-Dimer-E complex; P02675; Fibrin DD(E) TRITC-Tn6 fluorescence polarization displacement; inhibition, % at 8.3 µM; hit rate 0.21% among 370,000;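 active means inhibition above a per-campaign cutoff: mean of compounds within control limits plus 3 SD, cut at about 15% in these data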;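 further: 0% = median of all compound wells on the plate and 100% = blocking peptide control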
SIAE inh = blocks human sialic acid acetylesterase; hit rate 0.69% among 370,000; Q9HAT2; SIAE FP-Rh probe binding, fluorescence polarization; inhibition, % at 9.66 µM;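 active means inhibition above a cutoff: mean of compounds within the control limits plus 3 SD of those, cut at about 17% in these data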;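 further: 0% = plate median of compound wells and 100% = probe without SIAE protein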
LEDGF integ inh = blocks HIV-1 LEDGF/p75-dependent DNA integration; hit rate 0.64% among 370,000; TR-FRET IN-LEDGF/p75 DNA integration, Eu/Cy5; inhibition, % at 3.7 µM;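 active means inhibition above the screen-wide mean plus 3 SD, cut at about 13% in these data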;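 further: signal is the Cy5 over europium emission ratio at 671 and 618 nm; 0% = plate median of compound wells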
proKLK7 act = proKLK7 (human) activation, primary screen; purified proKLK7, EDANS-DABCYL substrate fluorescence; 100% is mature enzyme control, 0% vehicle; activation, % at 7 µM; hit rate 0.9% among 370,000; AID 652039;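 active means activation above the mean of all tested compounds plus 3 SD, computed per campaign excluding outliers beyond control limits, cut at about 13% in these data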
Target sequence (P49862 whole entry, looked up): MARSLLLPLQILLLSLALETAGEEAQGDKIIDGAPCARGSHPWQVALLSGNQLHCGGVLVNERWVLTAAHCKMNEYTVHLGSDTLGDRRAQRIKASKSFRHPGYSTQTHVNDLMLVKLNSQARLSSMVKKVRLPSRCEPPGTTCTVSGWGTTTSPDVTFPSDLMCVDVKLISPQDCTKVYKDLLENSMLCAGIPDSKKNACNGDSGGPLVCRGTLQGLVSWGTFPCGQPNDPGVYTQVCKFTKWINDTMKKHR
TDP2 absorb = TDP2 (human) inhibition, absorbance primary screen. recombinant TDP2, T5PNP hydrolysis, p-nitrophenol absorbance 415 nm. inhibition, % at 12.8 µM. hit rate 0.34% among 370,000. AID 720702;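 active means inhibition above the mean of all tested compounds plus 3 SD, set per campaign, cut at about 25% in these data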;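 further: 0% = DMSO with enzyme and 100% = buffer with substrate but no TDP2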
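Test system: human TDP2 enzyme; Input: 120 nM TDP2 per well; Buffer or medium: Mg2+-containing Tris-HCl buffer, pH 7.5; Reagent: 5 mM T5PNP; Dosing: 12.8 µM single point, 1% DMSO; Incubation: reaction 2 h, 37 °C; Detection: p-Nitrophenol epi absorbance; Read-out: % inhibition relative to enzyme-containing and enzyme-free wells; Replicates: single well per compound.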
PRMT1 inh = inhibitors of human PRMT1; Q99873; recombinant PRMT1, activity-based probe fluorescence polarization; inhibition, % at 2.79 µM; hit rate 1.3% among 370,000;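 active means inhibition above about 21% made by adding two undisclosed values, limit read from the data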
Target sequence (Q99873 whole entry, looked up): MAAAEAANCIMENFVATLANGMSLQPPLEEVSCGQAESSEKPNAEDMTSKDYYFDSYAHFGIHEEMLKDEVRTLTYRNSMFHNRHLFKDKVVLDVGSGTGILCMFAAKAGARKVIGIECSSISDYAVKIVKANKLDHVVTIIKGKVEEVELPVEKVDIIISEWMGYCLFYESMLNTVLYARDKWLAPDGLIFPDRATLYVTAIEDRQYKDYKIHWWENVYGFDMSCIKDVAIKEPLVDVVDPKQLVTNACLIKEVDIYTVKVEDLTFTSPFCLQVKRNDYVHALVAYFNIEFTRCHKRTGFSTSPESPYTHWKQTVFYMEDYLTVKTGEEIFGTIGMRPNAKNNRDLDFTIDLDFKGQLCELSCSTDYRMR
TCR-CD3 inh = blocks the human TCR-CD3 interaction. TAMRA-labeled TCR probe fluorescence, biochemical. inhibition, % at 9.4 µM. AID 651800. hit rate 0.37% among 360,000; in the data active means inhibition above about 19%;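 further: recombinant mutant TCR 2C K166C tagged with TAMRA read by polarization; 0% = receptor in buffer alone and 100% = receptor with positive control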
MBD2 DNA inh = inhibitors of human MBD2 binding to methylated oligonucleotide. Q9UBB5. TR-FRET. inhibition, % at 4.4 µM. hit rate 0.31% among 370,000. AID 686964; in the data active means inhibition above about 13%
Target sequence (Q9UBB5 whole entry, looked up): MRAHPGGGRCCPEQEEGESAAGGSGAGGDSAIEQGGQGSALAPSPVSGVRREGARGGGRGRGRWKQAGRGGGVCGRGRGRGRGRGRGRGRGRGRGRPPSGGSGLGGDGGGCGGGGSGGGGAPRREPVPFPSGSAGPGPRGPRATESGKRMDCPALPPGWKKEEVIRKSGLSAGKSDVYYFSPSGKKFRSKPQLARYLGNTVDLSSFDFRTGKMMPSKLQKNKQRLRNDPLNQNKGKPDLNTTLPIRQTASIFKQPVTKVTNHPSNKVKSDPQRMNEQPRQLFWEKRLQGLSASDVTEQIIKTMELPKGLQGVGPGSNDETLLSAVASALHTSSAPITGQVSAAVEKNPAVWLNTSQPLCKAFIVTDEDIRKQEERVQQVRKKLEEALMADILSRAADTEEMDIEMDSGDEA
* hit, by the source's call; / = not tested or not shown. An unsorted share of the library; 4.6% or so of the library scored in one or more.

SMILES	DDE Tn7 FP inh	UHRF1 MBD2 ctr	Tn6 DDE FP	SIAE inh	LEDGF integ inh	proKLK7 act	TDP2 absorb	PRMT1 inh	TCR-CD3 inh	MBD2 DNA inh
COc1ccc(C)cc1S(=O)(=O)N1CCCC(C(=O)NCc2ccccn2)C1 (centres undefined)	-1	-3	1	9	-4	0.3	19	-2	0	1
CCCCNC(=O)C[C@@H]1C[C@@]2(C(=O)OCC)CCC=C2N(Cc2ccc3c(c2)OCO3)C1=O	-1	21*	-4	3	-2	0.0	2	-2	3	7
Cc1ccc(S(=O)(=O)Oc2ccc(C3C4=C(CCCC4=O)N(CCC(=O)O)C4=C3C(=O)CCC4)cc2Cl)cc1	4	13	0	-4	-1	6.5	4	8	-6	-4
O=C(CC1SC(N2CCCC2)=NC1=O)Nc1ccc(C(=O)NCc2ccccc2F)cc1 (centres undefined)	-3	3	-10	0	4	0.2	-4	-3	-8	-1
O=C(Nc1cc(Cl)cc(Cl)c1)N1CCCC1	1	1	-16	-6	-4	-0.3	-2	0	-2	1
CCCCC[C@@H](C)N1C[C@@H](COCc2ccccc2)Oc2cc(N3CC[C@@H](N(C)C)C3)ccc2S1(=O)=O	3	4	-3	12	-3	0.2	-9	3	-1	2
O=C(NCc1ccco1)c1ccc(Cn2c(=O)c3ccccc3n(Cc3ccc(Cl)cc3)c2=O)cc1	-7	3	-7	-16	3	-1.1	4	-4	4	-4
Cc1ccc(C(=O)Nc2cccc(C(F)(F)F)c2)cc1Nc1cnccn1	0	-3	-10	-3	-1	-0.5	3	-2	8	1
C/C(=N\NC(=O)CNC(=O)c1ccccc1Br)c1ccco1	0	-4	-4	6	2	0.3	4	-2	2	-3
CCn1c(-c2sc(-c3ccccc3)nc2C)n[nH]c1=S	5	-2	5	5	3	-0.5	2	-3	5	-3
COc1ccc(C(CNC(=O)CNC(=O)c2ccc(F)cc2)N2CCCC2)cc1 (centres undefined)	-3	-2	-8	1	0	-0.1	7	-3	12	0
O=C(Nn1nnnc1Nc1ccccc1)C12CC3CC(CC(C3)C1)C2	-8	2	-5	-2	-5	-0.4	-7	-1	-2	-1
Cc1c(/C(O)=C2\C(=O)C(=O)N(CCN(C)C)C2c2cccs2)cnn1-c1ccccc1 (centres undefined)	-2	-1	0	-1	2	1.2	-4	-1	-11	5
O=C(Nc1ccccc1)N1CCC(=S)Nc2ccccc21	-6	-1	2	7	2	-0.9	-12	1	5	2
NC(=O)COC(=O)c1cc(-c2ccco2)nc2ccccc12	11	-7	3	-6	0	161*	-6	28*	-10	1
CCc1ccc(OCC(=O)NNC(=O)c2c(CC)noc2C)cc1	1	0	11	-4	-2	-0.6	-7	0	-6	0
CSc1nc(C)c(Cl)c(C)c1C#N	-3	-1	12	-4	0	-0.3	-4	-2	2	4
CCNC(=O)N(C)C[C@H]1N[C@@](CC)(C(=O)OC)[C@H]2C(=O)N(C)C(=O)[C@@H]12	-9	3	5	-1	4	0.0	-15	-2	-15	-1
COC(=O)N1CCCCC1c1cc(C(=O)NCc2cccnc2)no1 (centres undefined)	-6	0	-2	3	2	-0.5	14	1	-2	-2
CCCCCCCCSc1nnc(CSc2nc3nc(C)cc(C)n3n2)o1	6	0	-4	7	-6	-0.2	-2	-2	5	1
O=C(Nc1ccc2c(c1)OCCO2)C(C1CC1)n1c(=O)c(-c2ccco2)nc2ccccc21 (centres undefined)	-6	-2	4	1	-2	0.6	-5	13	-4	2
O=C(Nc1ccc(Br)cc1)N1CCCCC1	-1	-1	4	-3	7	0.2	3	-1	7	-7
CCOc1ccccc1OCCC(=O)NNC(=O)Cn1nc(C)cc1C	-1	16	5	17*	-2	0.1	8	-2	1	2
O=C(OCC(=O)N1CCN(C(=O)c2ccco2)CC1)c1cc(-c2ccccc2)nc2ccccc12	2	0	-7	-7	6	-2.7	-8	6	-13	4
CC(C)C(=O)Nc1ccc(C(=O)CN2C(=O)NC3(CCOc4ccccc43)C2=O)cc1 (centres undefined)	2	-1	9	-6	2	0.3	-2	-2	2	3
CCc1cc(C(=O)OC)c(NC(=O)CSc2nccn2C)s1	2	1	-8	0	4	0.4	2	1	2	1
O=C(CN1C(=O)NC2(CCOc3ccccc32)C1=O)c1ccc(Cl)s1 (centres undefined)	3	2	3	-2	-2	0.2	3	0	-3	4
CCN(CC)CCCn1c(=S)[nH]c2cc(Cl)ccc2c1=O	0	-1	0	4	0	0.3	5	2	10	-4
Cc1ccccc1N1CC(C(=O)Nc2nnc(SCc3ccccn3)s2)CC1=O (centres undefined)	3	-1	6	-5	0	-0.2	-2	3	3	-4
COc1ccccc1NC(=O)Nc1ccc(NC(=O)c2ccccc2O)cc1	-3	-3	-12	51*	1	-0.4	6	-2	1	0
C#Cc1ccc(NC(=O)C2(C)CCN2C(=O)Cc2ccc(C(C)(C)C)cc2)cc1 (centres undefined)	1	-1	6	-5	0	0.1	-6	3	4	-4
CN(Cc1c(C(=O)N/N=C/c2cccc(O)c2)nnn1-c1nonc1N)C1CCCCC1	6	-4	-2	0	3	0.2	4	-3	6	2
N#CCCN(Cc1cccnc1)C(=S)NCc1ccco1	-4	0	-6	1	-2	-0.6	-4	0	3	-2
CCC(=O)NC(=S)Nc1ccc(NC(=O)c2ccc([N+](=O)[O-])cc2)cc1	5	0	1	-4	-1	0.7	-3	0	8	0
Nc1nnnn1/N=C/c1ccccc1	-8	-2	1	3	1	-0.4	-1	1	-3	2
COCCCN(C(=O)c1cc2c(s1)CCC2)c1c(N)n(Cc2ccccc2)c(=O)[nH]c1=O	-5	0	-9	1	5	-0.7	-9	-1	7	0
Nc1nn2cc(-c3ccc(Br)cc3)nc2c2ccccc12	1	-3	-5	-12	3	-16	2	1	3	-4
Cc1ccc(-n2c(=S)sc3c(=O)n(-c4ccccc4C)c(SCC(=O)O)nc32)cc1C	-4	0	-1	-4	3	-0.2	8	3	8	5
O=C(CSc1nnc(-c2ccncc2)n1Cc1ccco1)Nc1ccccc1Cl	-5	1	1	1	-2	0.0	-10	-1	4	-6
O=C(NC1CCSC1=O)c1ccc(Oc2ccc(F)cc2)nc1 (centres undefined)	3	-2	-5	-2	-2	0.8	-5	3	0	-2

Structures shown so far that contain a cyano group (two):
SMILES	DDE Tn7 FP inh	UHRF1 MBD2 ctr	Tn6 DDE FP	SIAE inh	LEDGF integ inh	proKLK7 act	TDP2 absorb	PRMT1 inh	TCR-CD3 inh	MBD2 DNA inh
CSc1nc(C)c(Cl)c(C)c1C#N	-3	-1	12	-4	0	-0.3	-4	-2	2	4
N#CCCN(Cc1cccnc1)C(=S)NCc1ccco1	-4	0	-6	1	-2	-0.6	-4	0	3	-2

Further records follow.
SMILES	DDE Tn7 FP inh	UHRF1 MBD2 ctr	Tn6 DDE FP	SIAE inh	LEDGF integ inh	proKLK7 act	TDP2 absorb	PRMT1 inh	TCR-CD3 inh	MBD2 DNA inh
Cc1ccc(-c2csc(/C(C#N)=C/Nc3ccccc3SC(F)(F)F)n2)cc1	1	-4	-9	0	2	-0.1	10	-3	1	2
COc1ccc(-c2c(C)oc3cc(O)cc(O)c3c2=O)cc1OC	-3	-1	3	5	0	-0.2	3	-2	-2	-2
CC(C(=O)N1CCOCC1)N1C(=O)C2C3CC(C(Br)C3Br)C2C1=O (centres undefined)	-1	6	3	4	-1	-0.1	2	-1	1	1
CCOC(=O)c1c(C)n(CC(COC(C)=O)OC(C)=O)c2ccc(OC(C)=O)cc12 (centres undefined)	1	-1	4	0	-1	-0.4	4	-3	-1	-4
COc1ccc(Cl)cc1NC(=S)NCc1cccs1	-4	3	1	0	6	0.2	2	0	-4	-3
CC(=O)Nc1cccc(C(=O)NC2CCCc3c2cnn3-c2ccc(C(C)(C)C)cc2)c1 (centres undefined)	5	0	-4	-13	-6	0.2	-12	-1	4	5
COc1ccc(NC(=O)C(C)NS(=O)(=O)c2ccc(NC(C)=O)cc2)cc1Cl (centres undefined)	5	1	-7	-5	-1	0.2	7	5	-8	5
COc1ccc(OCC(=O)NNC(=O)c2cccc(O)c2)cc1	5	-3	1	1	2	0.6	6	-1	-1	2
CCOC(=O)C1=CN(Cc2cccc(F)c2)S(=O)(=O)N(CC)C1c1cccc(OC)c1 (centres undefined)	4	1	1	-6	-1	-0.4	1	-1	4	0
CN(C(=O)c1ccc(OC2CCN(C(=O)c3cccnc3)CC2)cc1)C1CCCCC1	-5	1	0	24*	2	-0.3	-7	-6	7	-2
CC(C)Cc1nccs1	-4	2	-5	1	2	-0.6	1	-2	-2	0
O=C(NCc1ccncc1)c1ccc(Br)cc1	0	-3	0	9	0	0.1	11	3	1	0
CCCCN1CC(COCc2ccccc2)Oc2cccc(Sc3ccc(OC)c(OC)c3)c2S1(=O)=O (centres undefined)	-2	0	-13	-4	6	0.0	1	-4	0	-1
O=C(CSc1nc2ccc(N3CCOCC3)cc2c(=O)n1CCc1ccccc1)NCC1CCCO1 (centres undefined)	5	-3	9	-2	0	-5.5	12	6	-9	1
O=C(CNC(=O)c1ccc(Cl)cc1Cl)NCCCn1ccnc1	2	2	1	0	0	0.5	5	0	10	-4
Nc1nc2c(ncn2[C@@H]2O[C@H](CNC(=O)[C@H](N)C3CCCCC3)[C@@H](O)[C@H]2O)c(=O)[nH]1	-6	-3	-11	12	6	0.0	12	1	1	4
Cc1cc(=O)[nH]c(SCC(=O)NC2CCCCCC2)n1	4	-1	9	-4	-3	0.2	15	1	-3	3
O=C(/C=C/c1ccc([N+](=O)[O-])cc1)N1CCN(S(=O)(=O)c2cccs2)CC1	7	5	-2	-1	-4	0.6	-8	3	-5	7
CCCOc1ccc(-c2nnc(-c3cccs3)o2)cc1	-11	1	-6	-4	3	-0.4	-11	-3	6	0
CCOc1ccc(N2CC(C(=O)Nc3ccncc3)CC2=O)cc1 (centres undefined)	-1	0	-4	4	-2	0.1	9	-2	4	-3
CC(=O)Nc1ccc2nc(NC(=O)c3cccnc3)sc2c1	2	-1	-7	-6	-1	-0.7	-2	0	1	-1
CC(C)C[C@H](NC(C)(C)C(=O)NC1CCCCC1)C(=O)NCCc1c[nH]c2ccccc12	6	2	1	5	2	/	4	2	/	-1
O=C(c1ccc(Oc2ccccc2)cc1)c1nc2c(n1O)CCCC2	-1	5	-2	-3	3	-0.6	-16	2	-8	9
C=CCNC(=O)C1CC(=O)N(c2ccc(OCC(=O)NCc3ccccc3)cc2)C1 (centres undefined)	10	-2	6	12	-1	0.8	2	-2	0	0
Cc1cccc(N2C(=O)C3C4C=CC(CC4)C3C2=O)c1 (centres undefined)	-2	-1	-6	8	-3	-0.5	-5	-2	-1	0
COc1ccc(CC(=O)NCc2n[nH]c(=S)n2-c2ccccc2OC)cc1	15*	-1	2	8	-3	0.2	0	-1	-1	-5
